From PubChem
HePTP inhibitor – blocks human HePTP tyrosine phosphatase. recombinant HePTP phosphatase activity, OD absorbance. inhibition, % at 20 µM. 0.64% of 110,000 active; in the data active = inhibition above about 50%;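 also: plate controls were vehicle for no effect and reference inhibitor for full effect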
Target sequence (P35236 whole entry, looked up): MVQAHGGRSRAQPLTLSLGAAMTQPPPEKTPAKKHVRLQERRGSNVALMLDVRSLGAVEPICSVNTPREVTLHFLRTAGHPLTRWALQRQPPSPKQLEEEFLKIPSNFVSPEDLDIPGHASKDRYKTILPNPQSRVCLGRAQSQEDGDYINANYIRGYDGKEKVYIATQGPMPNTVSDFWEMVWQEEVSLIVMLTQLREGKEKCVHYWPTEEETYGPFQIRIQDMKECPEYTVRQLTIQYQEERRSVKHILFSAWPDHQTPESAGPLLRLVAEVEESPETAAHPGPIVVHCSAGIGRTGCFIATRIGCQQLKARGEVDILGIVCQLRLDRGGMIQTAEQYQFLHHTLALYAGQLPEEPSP
BAP1 block – human BAP1 deubiquitinase inhibition; 0.48% of 72,000 active; activity remaining (% of control), % at 20 µM; recombinant BAP1, Ub-AMC hydrolysis fluorescence kinetic; stronger effect = lower value; Q92560;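 active = activity remaining at or below 50% of control, provided the compound also passes the data quality filters; inactive = the rest, including low values that fail the filters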;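 also: 100% = DMSO wells rate and 0% = substrate alone blank rate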
Target sequence (Q92560 whole entry, looked up): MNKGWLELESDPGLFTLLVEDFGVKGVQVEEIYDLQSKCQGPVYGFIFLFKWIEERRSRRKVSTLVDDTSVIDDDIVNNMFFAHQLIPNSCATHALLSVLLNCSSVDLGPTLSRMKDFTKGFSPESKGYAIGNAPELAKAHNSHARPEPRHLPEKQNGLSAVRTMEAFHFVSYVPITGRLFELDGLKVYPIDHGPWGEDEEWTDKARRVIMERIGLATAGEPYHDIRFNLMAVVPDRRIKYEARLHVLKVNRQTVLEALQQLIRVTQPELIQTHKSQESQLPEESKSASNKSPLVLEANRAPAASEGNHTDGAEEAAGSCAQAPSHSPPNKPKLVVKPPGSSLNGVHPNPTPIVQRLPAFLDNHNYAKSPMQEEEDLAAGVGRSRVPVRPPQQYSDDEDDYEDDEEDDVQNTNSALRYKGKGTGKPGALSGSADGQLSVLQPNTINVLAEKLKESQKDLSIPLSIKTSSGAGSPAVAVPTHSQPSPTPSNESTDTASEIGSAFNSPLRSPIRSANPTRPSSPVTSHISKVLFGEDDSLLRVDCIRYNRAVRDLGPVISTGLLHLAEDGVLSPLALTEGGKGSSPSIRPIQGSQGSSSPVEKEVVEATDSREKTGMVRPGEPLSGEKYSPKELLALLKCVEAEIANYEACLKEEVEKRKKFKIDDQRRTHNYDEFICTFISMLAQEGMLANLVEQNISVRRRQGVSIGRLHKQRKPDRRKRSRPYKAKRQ
Active calls of the source: *; & = joins results of further samples.

For COc1ccc(-n2cnc(N)c2C(=O)c2cccc([N+](=O)[O-])c2)cc1 the results were HePTP inhibitor 8.
COc1ccc(CNC(=O)Nc2cccs2)cc1OC was read as HePTP inhibitor 1 and BAP1 block 100.
`O=C(COc1nc2ccccc2s1)n1c2ccccc2c2ccccc21` gave HePTP inhibitor 8.
For COc1ccc2nc(Nc3nc4ccccc4c(=O)[nH]3)nc(C)c2c1 the results were HePTP inhibitor -19.
Screening COc1ccc(OCCCON2C(=O)c3ccccc3C2=O)cc1 returned HePTP inhibitor 1 and BAP1 block 80.
For Cc1ccc(-c2cc(-c3ccccc3O)nc(NN)n2)cc1 the results were HePTP inhibitor -18.
CCn1c(CNC(=O)c2ccc(OC)cc2)nnc1SC was read as HePTP inhibitor 2 and BAP1 block 96.
Screening COc1ccccc1/C=N\Nc1nc(-c2ccccc2)cc(-c2ccccc2)n1 returned HePTP inhibitor 1.
For O=C(Nc1ccon1)C(Sc1ccccc1)c1ccccc1 (configuration not stated) the results were HePTP inhibitor 5 and BAP1 block 95.
`CCOc1ccc(NC(=O)c2c(NC(=O)CC)sc3c2CCC(C)C3)cc1` (configuration not stated) gave HePTP inhibitor 12.
Screening ONC=Nc1cccc2nonc12 returned HePTP inhibitor 4 and BAP1 block 92.
`CCCOc1ccc(Cc2nc(N)nc(N)n2)cc1` gave HePTP inhibitor -9 and BAP1 block 76.
`O=C(CSc1nc(-c2ccco2)cc(C(F)(F)F)n1)Nc1ccc(C(=O)N2CCCCC2)cc1` gave HePTP inhibitor 5 and BAP1 block 68.
For Cc1cc(NC(=O)c2ccc3c(c2)C(=O)N(CCC(C)C)C3=O)no1 the results were HePTP inhibitor 1.
For COc1ccc(-n2nc3cc(C)c(NC(=O)c4cccc(Br)c4)cc3n2)cc1 the results were HePTP inhibitor 2.
Screening COCCNC(=O)Cn1c(=O)n(Cc2ccc(C(=O)NCc3ccco3)cc2)c(=O)c2ccccc21 returned HePTP inhibitor 5 and BAP1 block 109.
NS(=O)(=O)c1ccc(CCNC(=O)CCCC2=NS(=O)(=O)c3ccccc3N2)cc1 was read as HePTP inhibitor 7 and BAP1 block 67.
COc1cc(CN2CCN(C3CCCCC3)CC2)cc(OC)c1O was read as HePTP inhibitor -9.
For COc1cc(N(C)C)c([N+](=O)[O-])cc1C(=O)NCCN1CCN(c2ccccc2)CC1 the results were BAP1 block 139.
Screening CC(=O)N(CC1CCCO1)c1nnc(-c2cnccn2)s1 (configuration not stated) returned HePTP inhibitor -1 and BAP1 block 81.
`Cn1nnnc1NC(=O)c1ccccc1F` gave HePTP inhibitor -12.
Cc1ccc(C)c(/C(O)=C2\C(=O)C(=O)N(Cc3cccnc3)C2c2cccnc2)c1 (configuration not stated) was read as HePTP inhibitor 8 and BAP1 block 93.
For Nc1c(C(=O)NCC2CCCO2)c2nc3ccccc3nc2n1/N=C/c1ccncc1 (configuration not stated) the results were HePTP inhibitor -6 and BAP1 block 105.
Cc1cc([N+](=O)[O-])ccc1-c1ccc(CO)o1 was read as HePTP inhibitor 11.
`NC(=O)COC(=O)c1ccc(Oc2ccccc2)cc1` gave HePTP inhibitor 4 and BAP1 block 99.
For CC1CC(C)(C)NCc2ccccc21 (configuration not stated) the results were HePTP inhibitor 11 and BAP1 block 101.
COC(=O)c1cccc(C(=O)Oc2ccc3ccccc3c2Br)n1 was read as BAP1 block 92.
For CN(C)S(=O)(=O)c1cccc(C(=O)N(Cc2ccc(F)cc2)Cc2ccco2)c1 the results were HePTP inhibitor 5 and BAP1 block 92.
Screening COc1cccc(NC(=O)CN(c2cc(Cl)cc(Cl)c2)S(C)(=O)=O)c1 returned HePTP inhibitor -3.
CC=CCOC(=O)C1=C(C)NC(=O)NC1c1ccc2c(c1)OCO2 (configuration not stated) was read as BAP1 block 80.

Reprinted from the entries so far, 2 compounds:
`Cn1nnnc1NC(=O)c1ccccc1F` gave HePTP inhibitor -12.
Cc1ccc(C)c(/C(O)=C2\C(=O)C(=O)N(Cc3cccnc3)C2c2cccnc2)c1 (configuration not stated) was read as HePTP inhibitor 8 and BAP1 block 93.

The results go on:
O=C(Oc1ccc(/C=N/NC(=O)C(O)c2ccccc2)cc1)c1ccccc1Cl (configuration not stated) was read as HePTP inhibitor 3.
For O=c1cc(-c2cccc([N+](=O)[O-])c2)c2ccc(OCc3ccc(F)cc3)cc2o1 the results were BAP1 block 64.
`Cc1ccc(C(=O)Oc2ccc(/C=C3\SC(N)=NC3=O)cc2)cc1` gave HePTP inhibitor 4.
CCOc1ccc(N(CC(=O)NC(C)(C)C)S(=O)(=O)c2c(C)noc2C)cc1 was read as HePTP inhibitor 6 and BAP1 block 91.
Screening O=C(CCSc1ccccc1)NCCN1CCOCC1 returned HePTP inhibitor 11 and BAP1 block 64.
Screening Cc1oc(-c2ccccc2F)nc1CS(=O)(=O)CC(=O)N1CCOCC1 returned HePTP inhibitor 3 and BAP1 block 91.
Screening Cc1ccc(C=Nc2ccc(N(C)C)cc2)o1 returned HePTP inhibitor 6 and BAP1 block 84.
Cc1ccccc1N1C(=O)N(c2cccc(C(F)(F)F)c2)C2CS(=O)(=O)CC21 (configuration not stated) was read as HePTP inhibitor 0 and BAP1 block 95.
For CC(=O)Nc1ccc(NC(=O)Cc2ccc(Cl)cc2)cc1 the results were HePTP inhibitor 0.
Nc1[nH]c(=S)[nH]c(=O)c1-c1ccccc1 was read as HePTP inhibitor 2 and BAP1 block 133.

Molecules above with a furan ring, fused or not, in the order listed:
`O=C(CSc1nc(-c2ccco2)cc(C(F)(F)F)n1)Nc1ccc(C(=O)N2CCCCC2)cc1` gave HePTP inhibitor 5 and BAP1 block 68.
Screening COCCNC(=O)Cn1c(=O)n(Cc2ccc(C(=O)NCc3ccco3)cc2)c(=O)c2ccccc21 returned HePTP inhibitor 5 and BAP1 block 109.
Cc1cc([N+](=O)[O-])ccc1-c1ccc(CO)o1 was read as HePTP inhibitor 11.
For CN(C)S(=O)(=O)c1cccc(C(=O)N(Cc2ccc(F)cc2)Cc2ccco2)c1 the results were HePTP inhibitor 5 and BAP1 block 92.
Screening Cc1ccc(C=Nc2ccc(N(C)C)cc2)o1 returned HePTP inhibitor 6 and BAP1 block 84.

Carrying on.
COc1cccc(-c2nnc(NC(=O)c3ccc(S(=O)(=O)N4CCOCC4)cc3)o2)c1 was read as HePTP inhibitor 13 and BAP1 block 114.
CCOCCn1cnc2sc(C(=O)Nc3nc(C)c(C(=O)OCC)s3)c(C)c2c1=O was read as HePTP inhibitor 10 and BAP1 block 258.
Screening Cc1nnc(C)n1/N=C/c1ccccn1 returned HePTP inhibitor -10 and BAP1 block 80.
Screening COc1ccc(-n2c(COc3ccccc3)nnc2SCc2ccc(C#N)cc2)cc1 returned HePTP inhibitor 16 and BAP1 block 89.
Screening O=S(=O)(c1cccs1)N1CN(CC2CCCO2)c2nc3ccccc3nc21 (configuration not stated) returned HePTP inhibitor 6 and BAP1 block 76.
Screening O=C(Nc1cccc(C(F)(F)F)c1)c1cccnc1N1CCCC1 returned HePTP inhibitor 6 and BAP1 block 121.
Screening COc1cc2c(cc1OC)CN(C(=O)CSc1nnc3scc(-c4ccccc4)n13)CC2 returned HePTP inhibitor 15 and BAP1 block 83.
Screening COc1cccc(-c2cc(C(=O)NCc3ccco3)no2)c1 returned HePTP inhibitor 1 and BAP1 block 96.
`CCOc1ccc(CC(=O)Nc2c(C(N)=O)oc3ccccc23)cc1OCC` gave HePTP inhibitor 12 and BAP1 block 91.
CCn1c(=O)c(C(=O)NCc2ccccn2)c(O)c2ccccc21 was read as HePTP inhibitor 4 and BAP1 block 94.
COC(=O)c1ccc(C(=O)OC)c(NC(=O)COc2ccccc2Cl)c1 was read as HePTP inhibitor 11.
For O=C(CN(c1cccc(Cl)c1)S(=O)(=O)c1ccccc1)N/N=C/c1cccnc1 the results were HePTP inhibitor 7.
For Cc1ccc(OC(=O)c2cccc(C(=O)Oc3ccc(C)cn3)n2)nc1 the results were HePTP inhibitor -2 and BAP1 block 83.
Screening CS/C(=N\S(=O)(=O)c1ccc(C)cc1)c1ccccc1 returned HePTP inhibitor 3.
Cc1cccc(-n2ccnc2SCC(=O)Nc2cc(C)on2)c1 was read as HePTP inhibitor -8 and BAP1 block 106.
Screening CCc1cc(OCCOCCN2CCC(C)CC2)ccc1Cl returned HePTP inhibitor 5.
CCCOc1c(OC)cccc1C1CC(=O)Nc2cc3c(cc21)OCO3 (configuration not stated) was read as HePTP inhibitor 4 and BAP1 block 55.
`O=C1C2=C(SCCS2)C(=O)N1CCCO` gave HePTP inhibitor -4 and BAP1 block 98.
For Cc1ccc(C(=O)N2CCN(c3cccc(Cl)c3)CC2)cc1C the results were HePTP inhibitor -12&1 and BAP1 block 99.
Screening CCN1C(=O)/C(=C\c2cc(Cl)c(OCc3ccccc3F)c(OC)c2)SC1=S returned HePTP inhibitor 4.
Screening CCOC(=O)c1c(NC(=O)/C=C/c2ccc(C)cc2)sc(C)c1C returned HePTP inhibitor 11.
COc1ccc(NC(=O)CNS(=O)(=O)c2cccs2)cc1 was read as HePTP inhibitor 10.
Oc1ccccc1/C=N/Nc1nc(N2CCOCC2)nc(N2CCOCC2)n1 was read as HePTP inhibitor -9.
For COc1ccccc1NC(=O)c1c(NC(=O)C(C)(C)C)sc2c1CCC(C)C2 (configuration not stated) the results were HePTP inhibitor 6.
For Cc1[nH]n(-c2ccccc2)c(=O)c1N=Nc1nccs1 the results were HePTP inhibitor -1.
`Cc1oc2cc3c(C(=O)N4CCN(C)CC4)c(C)oc3cc2c1C(=O)N1CCN(C)CC1` gave HePTP inhibitor -8 and BAP1 block 102.
COc1ccccc1N(C(=O)Nc1ccc(Cl)cc1)C(C)C1CC1 (configuration not stated) was read as HePTP inhibitor 8.
Screening COc1ccc(C2C(C(C)=O)=C(C)N=c3s/c(=C\c4ccccc4OC)c(=O)n32)c(OC)c1 (configuration not stated) returned HePTP inhibitor 2.
`O=C(COc1ccc(Br)cc1)Nc1cccc(NC(=O)c2cccc(Cl)c2)c1` gave HePTP inhibitor 10.
Screening COc1cc(NC(=O)c2cnn3c(C(F)(F)F)cc(-c4ccco4)nc23)c(OC)cc1Cl returned HePTP inhibitor -8.

5 entries drawn at random from the list so far:
CCOCCn1cnc2sc(C(=O)Nc3nc(C)c(C(=O)OCC)s3)c(C)c2c1=O was read as HePTP inhibitor 10 and BAP1 block 258.
Screening COc1cccc(NC(=O)CN(c2cc(Cl)cc(Cl)c2)S(C)(=O)=O)c1 returned HePTP inhibitor -3.
CC=CCOC(=O)C1=C(C)NC(=O)NC1c1ccc2c(c1)OCO2 (configuration not stated) was read as BAP1 block 80.
Screening COc1cccc(-c2cc(C(=O)NCc3ccco3)no2)c1 returned HePTP inhibitor 1 and BAP1 block 96.
For COc1ccccc1NC(=O)c1c(NC(=O)C(C)(C)C)sc2c1CCC(C)C2 (configuration not stated) the results were HePTP inhibitor 6.

(further entries)
For COC(=O)C(NC(C)=O)(Nc1ccc(Br)cn1)C(F)(F)F (configuration not stated) the results were HePTP inhibitor 10 and BAP1 block 116.
For Nc1nc(NC(=O)c2cccc(S(=O)(=O)N3CCCCCC3)c2)nc(-c2ccccc2)n1 the results were HePTP inhibitor 6.
For CC(=O)Oc1ccc(-c2cccc(C(=O)Nc3ccc([N+](=O)[O-])cc3)c2)cc1 the results were HePTP inhibitor 4.
`CCc1cc2c(SCC(=O)C(C#N)=C3N(C)c4ccccc4N3C)ncnc2s1` gave HePTP inhibitor 6 and BAP1 block 153.
For CCN(C1CCCCC1)S(=O)(=O)c1cn(C)c(=O)n(C)c1=O the results were HePTP inhibitor 3 and BAP1 block 99.
`CCOc1ccc(NC(=O)CSc2nnc(-c3ccco3)n2C)cc1` gave HePTP inhibitor -1 and BAP1 block 97.
`COc1ccc(N2CCN(c3ncnc4nc[nH]c34)CC2)cc1` gave HePTP inhibitor 4 and BAP1 block 100.
COc1ccc(-n2c(C)nc3cc(C(=O)NCc4ccco4)ccc32)cc1 was read as BAP1 block 80.
For COc1ccc(C(=O)Nc2ccc(Br)c(C)c2)c(OC)c1 the results were HePTP inhibitor 6.
Screening O=C(Nc1ccc2c(c1)OCO2)c1ccc(C#Cc2ccccc2)cc1 returned HePTP inhibitor -4.
CCCCC(=O)Nc1c(O)c2ccccc2[nH]c1=O was read as HePTP inhibitor -8 and BAP1 block 137.
CC(NC(=O)c1ccc2c(c1)OCO2)C1CCCO1 (configuration not stated) was read as HePTP inhibitor 8.
O=c1cc(O)c2ccccc2n1Cc1ccccc1 was read as HePTP inhibitor 2.
O=C(CC(c1ccccc1)c1ccco1)N1CCOCC1 (configuration not stated) was read as HePTP inhibitor -4 and BAP1 block 190.
Screening CCC(C)(C)C1CCc2c(sc(NC(=O)C(C)C)c2C#N)C1 (configuration not stated) returned HePTP inhibitor -13.
Screening CCOC(=O)c1[nH]c2ccccc2c1NC(=O)c1ccco1 returned HePTP inhibitor 7 and BAP1 block 109.
COc1ccc(CNC(=O)c2ccc(C3SCC(=O)N3Cc3ccccc3)cc2)cc1 (configuration not stated) was read as HePTP inhibitor -1.
For COC(=O)c1c(NC(=O)c2ccco2)sc(C(=O)Nc2ccc(F)cc2)c1C the results were HePTP inhibitor -9.
For Cc1cc(NC(=O)CCCC(=O)Nc2ccc(F)cc2)no1 the results were HePTP inhibitor -2 and BAP1 block 92.
`CCOc1ccccc1CNS(=O)(=O)c1ccc2c(c1)oc(=O)n2C` gave HePTP inhibitor -5 and BAP1 block 94.
`O=C1NC(c2ccccn2)Nc2sc3c(c21)CCC3` (configuration not stated) gave HePTP inhibitor -9 and BAP1 block 89.
For COCCCNC(=O)c1ccc([N+](=O)[O-])cc1 the results were HePTP inhibitor 9.
`Cc1cc(=O)n2c3c(cccc13)CCC2` gave HePTP inhibitor 0 and BAP1 block 94.
For CCCC(=O)Nc1ccc(-c2nc3cc(C)c(C)cc3o2)c(O)c1 the results were HePTP inhibitor 12&-7.
`CCC(Oc1ccccc1)C(=O)N1CCN(C(=O)C(CC)Oc2ccccc2)CC1` (configuration not stated) gave HePTP inhibitor -5.
O=C(NCCCN1CCOCC1)C1(c2ccccc2)CCOCC1 was read as HePTP inhibitor 8 and BAP1 block 93.
